Assay outcomes from PubChem BioAssay.
TAAR1 ag = human TAAR1 agonists, primary screen, Fluo-8 calcium fluorescence, CHO RD-HGA16 cells | Trace amine-associated receptor 1 (Homo sapiens), Q96RJ0 | vehicle wells 0%, saturating PEA agonist 100% | activation, % at 3 µM | 360,000 tested, 0.99% active | AID 624467, 2012;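 active = activation above the mean activation of all test compounds in the run plus 3 SD, cut at about 38% in these data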
Target sequence (Q96RJ0 whole entry, looked up): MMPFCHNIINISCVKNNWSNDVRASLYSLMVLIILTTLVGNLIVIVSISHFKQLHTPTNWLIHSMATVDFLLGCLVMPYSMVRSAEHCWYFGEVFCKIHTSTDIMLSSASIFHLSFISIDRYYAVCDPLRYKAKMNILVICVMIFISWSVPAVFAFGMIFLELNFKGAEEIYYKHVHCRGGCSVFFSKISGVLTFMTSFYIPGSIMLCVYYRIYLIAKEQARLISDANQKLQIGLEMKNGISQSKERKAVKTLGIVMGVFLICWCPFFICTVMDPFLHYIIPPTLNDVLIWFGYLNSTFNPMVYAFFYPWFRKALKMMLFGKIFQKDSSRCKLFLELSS
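test system = CHO RD-HGA16 cells carrying human TAAR1 plus Gα16 | schedule = 17-24 h seeding, 75 min 37 °C dye, 30 min RT | compound dosing = 3 µM single concentration | control set = DMSO and PEA EC100 | replicates = n 1 | signal = Fluo-8 fluorescence, 5 s baseline then 140 s kinetic read | measure = percent activation vs PEA EC100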
TAAR1 antag = human TAAR1 antagonists, primary screen, Fluo-8 calcium fluorescence, CHO RD-HGA16 cells | AID 624466, 2012 | 360,000 tested, 1.5% active | Trace amine-associated receptor 1 (Homo sapiens), Q96RJ0 | antagonist | inhibition, % at 3 µM;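 active = inhibition above a per-plate cutoff, the mean inhibition of test compounds on that plate plus 3 SD, cut at about 49% in these data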;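 also: 0% = DMSO plus EC80 beta-PEA response and 100% = DMSO alone without agonist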
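System: RD-HGA16 CHO cells with stable hTAAR1 and Gα16 | Probe or stimulus: EC80 β-phenethylamine stimulus | Dosing: 3 µM, single point | Times: Dye loading 75 min at 37 °C, then 30 min room temperature | Measured by: Fluo-8 calcium-sensitive fluorescence | Read-out basis: % inhibition of agonist calcium response | Replicates: n of 1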
Numbers without * were called inactive. Not all compounds are listed, so the mix of outcomes need not match the whole.

SMILES	TAAR1 ag	TAAR1 antag
CCO[C@H]1C[C@@H](c2ccc(CC)cc2)N(S(=O)(=O)c2ccc(C)cc2)C2CC(c3ccc(CC)cc3)N(S(=O)(=O)c3ccc(C)cc3)CC21 (stereo partly drawn)	3	-22
Cc1ccc(S(=O)(=O)N2C3CCCCC3O[C@H]2CC(=O)OCc2ccccc2)cc1 (stereo partly drawn)	1	-17
CCCCCCCCN1C(=O)[C@H](CC(=O)NCCCOCCCC)C[C@@]2(C(=O)OC)CC(C)(C)CC=C12	-1	-35
COC(=O)C1=CN(c2ccc(F)cc2)C(N)=C(C#N)C1c1ccc(-c2ccccc2)cc1 (stereo not drawn)	0	-9
CCOC(=O)CC1(C)Oc2ccccc2N1S(=O)(=O)c1ccc(C)cc1 (stereo not drawn)	0	-4
CCCN(CCC)CCN1CCN(C(=O)[C@H](CCc2ccccc2)NC(=O)[C@H]2O[C@@H](n3cnc4c(N)ncnc43)[C@H](O)[C@@H]2O)CC1	2	-6
O=C(C(=O)N1CCC(CNS(=O)(=O)Cc2ccccc2)CC1)c1cccs1	1	-10
CCC/C(=C1/c2ccccc2C(=O)N1c1ccccc1)c1ccc(C=O)o1	-1	-8
COC(=O)C1(C(=O)OC)c2ccccc2N(S(=O)(=O)c2ccc(C)cc2)C1CC(C)=O (stereo not drawn)	0	-38
Clc1ccc(CN2CCN(c3ncc(Cc4ccccc4)cn3)CC2)cc1	-1	-35
COCC(=O)N(C)[C@H]1C[C@H]2c3[nH]c4c(-c5ccccc5)cccc4c3CCN2C(=O)[C@H]1[C@H](C)O	3	20
CC1CN(C(=O)/C(C#N)=C2\N=C(NC(=O)c3ccccc3Cl)c3ccccc32)CC(C)O1 (stereo not drawn)	3	-10
CCCN1C(=O)c2n[nH]c(C(C)C)c2C1c1cccc(C(F)(F)F)c1 (stereo not drawn)	-2	-3
CC(C)(C)n1nc(C2CC2)c(Br)c1NC(=O)c1ccc(Cl)cc1	-1	-10
Cc1ccc([C@H]2C(C(=O)O)=CCN2S(=O)(=O)c2ccc(C)cc2)cc1	2	-18
Nc1ccn([C@@H]2O[C@H](C(=O)N[C@H](Cc3ccccc3)C(=O)NCc3cccc4c3OCO4)[C@@H](O)[C@H]2O)c(=O)n1	0	5
CCCCCCCCN1C(=O)[C@@H](CC(=O)N2CCSCC2)C[C@@]2(C(=O)OC)C1=C[C@H](C(C)(C)C)O[C@@H]2C	-1	-12
CC(C)[C@H](NC(=O)c1ccccc1)C(=O)N1CCC[C@H]1C(=O)NCc1ccccc1	-1	-25
CSCCC(c1nc2ccccc2[nH]1)n1c(-c2ccc(C)cc2)nc2ccccc21 (stereo not drawn)	3	-23
CCC(CC)C(C(=O)NCc1ccccc1)N(C)Cc1ccc(Cl)c(Cl)c1 (stereo not drawn)	-1	-1
C[C@@H]1CN([C@H](C)CO)C(=O)c2c(c3ccccc3n2C)-c2ccccc2CO[C@@H]1CN(C)C(=O)CCN(C)C	0	-17
O=C(NC(C(=O)N1CCCC1C(=O)NC1CCCC1)c1ccccc1)c1cccs1 (stereo not drawn)	2	1
CC(C)C[C@H]1COc2cccc(N3CCCCC3)c2S(=O)(=O)N1	-2	-32
Fc1ccc(CN2CCN(c3ncc(Cc4ccccc4)cn3)CC2)c(Cl)c1	1	-23
CN1C(=O)[C@@]2(O[C@H]3C=CC=CN3C3=C2C(=O)CCC3)c2cc([N+](=O)[O-])ccc21	0	1
COC(=O)C1=C(C)N(Cc2ccccc2C(F)(F)F)C(=NCc2cccc(C(F)(F)F)c2)NC1c1cccc(Cl)c1 (stereo not drawn)	4	-42
CC(C)[C@H](NC(=O)C1CC1)C(=O)N1CCC[C@H]1C(=O)NCc1ccccc1	0	-6
CCC(C(=O)NC1CCCC1)n1c(C2CC2)nc2ccccc21 (stereo not drawn)	4	-29
O=S1(=O)N[C@@H](Cc2ccccc2)COc2cccc(N3CCCCC3)c21	1	7
CC(C)(C)c1ccc(C#C[C@@H]2C=C[C@H]3OC(=O)CC/C=C/CCC(=O)OC[C@H]3O2)cc1	0	-5
CCOC(=O)[C@]12CCCC=C1N(CCC1=CCCCC1)C(=O)[C@H](CC(=O)NCc1cccc(C(F)(F)F)c1)C2	-1	-15
CC(C)C[C@@H]1COc2cc(N3CCOCC3)ccc2S(=O)(=O)N1	0	20
NC(=O)c1ncn([C@@H]2O[C@H](C(=O)N[C@H](Cc3c[nH]c4ccccc34)C(=O)O)[C@@H](O)[C@H]2O)n1	2	-3
CCOC(=O)Nc1cc(=O)c([N+](=O)[O-])c(N)[nH]1	0	-4
Cc1ccc2nc(-c3cccc(Cl)c3)c(Cc3cccc(Cl)c3)n2c1	0	-4
O=C1Nc2ccccc2-n2nnnc2C1N1CCN(C(=O)c2ccco2)CC1 (stereo not drawn)	2	-6
COC(=O)[C@]12C[C@H](CC(=O)NCc3ccccc3)C(=O)N(CCC3=CCCCC3)C1=C[C@H](C(C)(C)C)O[C@@H]2C	-2	-45
NC(=O)c1ncn([C@@H]2O[C@H](C(=O)N[C@H](Cc3c[nH]c4ccccc34)C(=O)NCC(=O)N3CCCCC3)[C@@H](O)[C@H]2O)n1	1	-4
O=C(NCc1ccccc1)[C@H]1CCCN1C(=O)[C@H]1CCCN1C(=O)c1cccc(Cl)c1	0	-22
O=C(C[C@H]1CC[C@@H]2[C@H](COC[C@@H](O)CN2Cc2cccc(F)c2)O1)NCC1CCCCC1	2	-10
Nc1ncnc2c1ncn2C1OC(CO)CC1O (stereo not drawn)	2	-15
COC(=O)[C@]12CCCCC=C1N(Cc1ccc3c(c1)OCO3)C(=O)[C@H](CC(=O)NCc1cccs1)C2	5	21
C[C@@H]1CN(C(=O)OC(C)(C)C)CCN1c1ccc(N2CC[C@@H](O)C2)c(C#N)c1	6	-1
CCCN(C(=O)CCc1cn(CCC)c2ccccc12)c1ccc(N(C)c2ccccn2)cc1	0	27
CC(=O)N1CCN(c2ccc(N3CCN(Cc4ccccc4)[C@@H](C)C3)c(C)c2)[C@@H](C)C1	2	-11
C=CS(=O)(=O)N[C@@H](CSSC[C@H](NS(=O)(=O)C=C)C(=O)OC)C(=O)OC	1	-11
C[C@@H]1CN([C@@H](C)CO)C(=O)CCCn2cc(nn2)CO[C@H]1CN(C)C(=O)Nc1ccc(F)cc1	8	1
COc1ccc(C2CC(=O)C(c3cccc(C)c3)=CN2Cc2ccccc2)cc1 (stereo not drawn)	3	66*
COC(=O)C1=C(C)N(C)C(=NCC2CC2)NC1c1ccccc1 (stereo not drawn)	1	-6
CCOC(=O)[C@]12CCCC=C1N(Cc1ccccc1)C(=O)[C@H](CC(=O)NCc1cccs1)C2	0	-3
Continued.
SMILES	TAAR1 ag	TAAR1 antag
O=C1NC(c2ccccc2)c2c(-c3ccccc3)n[nH]c21 (stereo not drawn)	1	-4
O=C(Nc1ccc2c(c1)OCCO2)C(c1ccccc1F)n1c(=O)c(-c2cc3ccccc3[nH]2)nc2ccccc21 (stereo not drawn)	4	-1
C[C@H]1CN([C@@H](C)CO)C(=O)CCCn2cc(nn2)CO[C@@H]1CN(C)S(=O)(=O)c1ccccc1F	1	12
Nc1sccc1C(=O)NC1CC1	2	-11
COC(=O)C1=C(C)N(C)C(=NCc2cccc(C(F)(F)F)c2)NC1c1ccc(F)cc1 (stereo not drawn)	16	22
O=C(C[C@H]1CC[C@H](NC(=O)C2CCOCC2)[C@@H](CO)O1)NCc1ccncc1	4	-11
COC(=O)[C@@]12C[C@@H](CC(=O)NCCc3ccccc3OC)C(=O)N(Cc3cccc4ccccc34)C1=CCC(C)(C)C2	23	-19
C[C@H]1CN([C@@H](C)CO)S(=O)(=O)c2ccc(Br)cc2O[C@H]1CN(C)C(=O)c1ccccc1F	6	-26
CCCCOCC1CN(CCCC)S(=O)(=O)c2c(F)cccc2O1 (stereo not drawn)	3	9
CC1(C(=O)Nc2ccc3c(c2)OCCO3)CN(S(C)(=O)=O)CC(=O)N1CCc1ccc(O)cc1 (stereo not drawn)	7	-30
COCCCNC(=O)c1cc(Cc2ccccc2)sc1N	1	-9
COc1ccc(C(=O)C(=O)N2CCN(c3ccc(C)cc3)CC2)cc1OC	0	-22
COC(=O)C1=C(C)N(Cc2cccc(C(F)(F)F)c2)C(=NCc2ccc(OC)cc2)NC1c1ccccc1 (stereo not drawn)	51*	59*
CCCN1CCCCC(NC(=O)c2ccc(Cl)cc2Cl)C1=O (stereo not drawn)	-1	12
CCOC(=O)c1c(Nc2ccc(OC)cc2)n[nH]c1C	-2	-1
Cc1ccc(S(=O)(=O)N2C3CCCCC3O[C@H]2CC(=O)Oc2ccccc2)cc1 (stereo partly drawn)	8	-22
N#Cc1cccnc1N1CCN(C(C(=O)NC2CCCC2)c2ccc(F)cc2)CC1 (stereo not drawn)	3	-22
O=C1C(=O)N(CCCN2CCOCC2)C(c2cccs2)/C1=C(/O)c1ccc2c(c1)OCO2 (stereo not drawn)	12	7
Cc1ccccc1-c1cccc2c3c([nH]c12)[C@@H]1C[C@H]2[C@@H](C(=O)N1CC3)[C@H](C)ON2C	4	39
Cc1noc(C)c1NC(=O)N(C)C[C@H]1OCc2cn(nn2)CCCC(=O)N([C@H](C)CO)C[C@@H]1C	1	-1
COC(=O)C[C@@H]1OC[C@H](Cc2ccccc2)N1S(=O)(=O)c1ccc(C)cc1	-2	-52
COC1OC(COCc2ccccc2)C2OC(C)(C)OC2C1O (stereo not drawn)	0	-10
CC(C)[C@H](NC(=O)OC(C)(C)C)c1cc(C(=O)N[C@@H](C)c2ccccc2)c(N)s1	-1	-27
CC1(C(=O)Nc2ccc3c(c2)OCCO3)CN(S(C)(=O)=O)CC(=O)N1Cc1ccco1 (stereo not drawn)	7	-24
CC(=O)N1CCN(c2ccc(N3CCN(C(C)=O)[C@H](C)C3)c(C)c2)[C@@H](C)C1	0	-15
CCCNC(=O)C[C@H]1CC[C@@H]2[C@H](COC[C@@H](O)CN2C(=O)c2ccccn2)O1	1	5
COC(=O)[C@]12C[C@H](CC(=O)NCCCN3CCCC3=O)C(=O)N(Cc3ccc4c(c3)OCO4)C1=C[C@H](C(C)(C)C)O[C@@H]2C	0	6
CC1CCN(C(=O)c2[nH]cnc2C(=O)N(C)CCO)CC1	4	-7
COC(=O)[C@]12C[C@H](CC(=O)NCc3cccs3)C(=O)N(CCC3=CCCCC3)C1=C[C@H](COCc1ccccc1)O[C@@H]2C	-1	-6
O=C(NC1CCCC1)C(C1CC1)n1c(-c2ccncc2)nc2ccccc21 (stereo not drawn)	2	-15

Rewritten with values under each structure: three of the compounds above
Sequence of screens: TAAR1 ag, TAAR1 antag
COC(=O)C1=C(C)N(C)C(=NCC2CC2)NC1c1ccccc1 (stereo not drawn)
    1, -6
CCOC(=O)[C@]12CCCC=C1N(Cc1ccccc1)C(=O)[C@H](CC(=O)NCc1cccs1)C2
    0, -3
O=C1NC(c2ccccc2)c2c(-c3ccccc3)n[nH]c21 (stereo not drawn)
    1, -4

Additional entries:
SMILES	TAAR1 ag	TAAR1 antag
COC(=O)[C@@]12C[C@@H](CC(=O)N3CCC(c4ccccc4)CC3)C(=O)N(Cc3cccc4ccccc34)C1=CCC(C)(C)C2	-1	-21
COC(=O)C[C@@H]1C=C[C@@H](NC(=O)c2ccc3c(c2)OCO3)[C@@H](CO)O1	0	8
CCOC(=O)N1CCN(C(=O)C[C@@H]2C[C@@]3(C(=O)OC)CC(C)(C)CC=C3N(Cc3ccccc3)C2=O)CC1	0	-14
COC(=O)[C@]12CCCCC=C1N(CCc1ccc(OC)c(OC)c1)C(=O)[C@H](CC(=O)NCc1ccc(C)o1)C2	6	21
Cc1cccc(CN2CCN(C3CN(Cc4cn(Cc5ccc(C(F)(F)F)cc5)nn4)S(=O)(=O)C3)CC2)c1 (stereo not drawn)	7	2
COc1cccc(CNS(=O)(=O)c2ccccc2Br)c1	33	-20

Molecules above that have an NH in an aromatic ring:
SMILES	TAAR1 ag	TAAR1 antag
COCC(=O)N(C)[C@H]1C[C@H]2c3[nH]c4c(-c5ccccc5)cccc4c3CCN2C(=O)[C@H]1[C@H](C)O	3	20
CCCN1C(=O)c2n[nH]c(C(C)C)c2C1c1cccc(C(F)(F)F)c1 (stereo not drawn)	-2	-3
CSCCC(c1nc2ccccc2[nH]1)n1c(-c2ccc(C)cc2)nc2ccccc21 (stereo not drawn)	3	-23
NC(=O)c1ncn([C@@H]2O[C@H](C(=O)N[C@H](Cc3c[nH]c4ccccc34)C(=O)O)[C@@H](O)[C@H]2O)n1	2	-3
CCOC(=O)Nc1cc(=O)c([N+](=O)[O-])c(N)[nH]1	0	-4
NC(=O)c1ncn([C@@H]2O[C@H](C(=O)N[C@H](Cc3c[nH]c4ccccc34)C(=O)NCC(=O)N3CCCCC3)[C@@H](O)[C@H]2O)n1	1	-4
O=C1NC(c2ccccc2)c2c(-c3ccccc3)n[nH]c21 (stereo not drawn)	1	-4
O=C(Nc1ccc2c(c1)OCCO2)C(c1ccccc1F)n1c(=O)c(-c2cc3ccccc3[nH]2)nc2ccccc21 (stereo not drawn)	4	-1
CCOC(=O)c1c(Nc2ccc(OC)cc2)n[nH]c1C	-2	-1
Cc1ccccc1-c1cccc2c3c([nH]c12)[C@@H]1C[C@H]2[C@@H](C(=O)N1CC3)[C@H](C)ON2C	4	39
CC1CCN(C(=O)c2[nH]cnc2C(=O)N(C)CCO)CC1	4	-7
